HGIII-sPLA2 inh: Inhibits HGIII-sPLA2 liposome hydrolysis, primary screen; QFRET BODIPY PC-A2 liposome hydrolysis, fluorescence; inhibition, % at 12.2 µM; Q9NZ20; AID 743126; 370,000 compounds, 0.56% hits;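 active = inhibition above mean plus 3 SD of compounds lying within the high and low control bounds, cut at about 19% in these data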;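 note: 0% = median of test compound wells and 100% = no enzyme DMSO wells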
ASAP1 GAP inh: ASAP1 ArfGAP inhibition | 360,000 compounds, 0.19% hits | ASAP1-stimulated ARF1 GTP hydrolysis, GDP FP detection | Q9ULH1 | inhibition, % at 16.5 µM; in the data active = inhibition above about 25%;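 note: 0% = vehicle with enzyme and substrate and 100% = no enzyme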
Tn6 DDE FP: DD(E)-Tn6 binding inhibition, primary FP screen. 370,000 compounds, 0.21% hits. inhibition, % at 8.3 µM. Fibrin DD(E) TRITC-Tn6 fluorescence polarization displacement. AID 720509;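 active = inhibition above a per-campaign cutoff: mean of compounds within control limits plus 3 SD, cut at about 15% in these data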;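 note: 0% = median of all compound wells on the plate and 100% = blocking peptide control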
NPR2 activator: GC-B (human) receptor activation. P20594. activation, % at 10 µM. HEK293-GC-B cells, CNP EC30, cGMP TR-FRET; 0% at EC30 CNP, 100% saturating CNP. 370,000 compounds, 0.11% hits;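 active = activation at 10 µM reaching about 35% in either raw or pattern-adjusted values, limit read from the data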
Target sequence (P20594 whole entry, looked up): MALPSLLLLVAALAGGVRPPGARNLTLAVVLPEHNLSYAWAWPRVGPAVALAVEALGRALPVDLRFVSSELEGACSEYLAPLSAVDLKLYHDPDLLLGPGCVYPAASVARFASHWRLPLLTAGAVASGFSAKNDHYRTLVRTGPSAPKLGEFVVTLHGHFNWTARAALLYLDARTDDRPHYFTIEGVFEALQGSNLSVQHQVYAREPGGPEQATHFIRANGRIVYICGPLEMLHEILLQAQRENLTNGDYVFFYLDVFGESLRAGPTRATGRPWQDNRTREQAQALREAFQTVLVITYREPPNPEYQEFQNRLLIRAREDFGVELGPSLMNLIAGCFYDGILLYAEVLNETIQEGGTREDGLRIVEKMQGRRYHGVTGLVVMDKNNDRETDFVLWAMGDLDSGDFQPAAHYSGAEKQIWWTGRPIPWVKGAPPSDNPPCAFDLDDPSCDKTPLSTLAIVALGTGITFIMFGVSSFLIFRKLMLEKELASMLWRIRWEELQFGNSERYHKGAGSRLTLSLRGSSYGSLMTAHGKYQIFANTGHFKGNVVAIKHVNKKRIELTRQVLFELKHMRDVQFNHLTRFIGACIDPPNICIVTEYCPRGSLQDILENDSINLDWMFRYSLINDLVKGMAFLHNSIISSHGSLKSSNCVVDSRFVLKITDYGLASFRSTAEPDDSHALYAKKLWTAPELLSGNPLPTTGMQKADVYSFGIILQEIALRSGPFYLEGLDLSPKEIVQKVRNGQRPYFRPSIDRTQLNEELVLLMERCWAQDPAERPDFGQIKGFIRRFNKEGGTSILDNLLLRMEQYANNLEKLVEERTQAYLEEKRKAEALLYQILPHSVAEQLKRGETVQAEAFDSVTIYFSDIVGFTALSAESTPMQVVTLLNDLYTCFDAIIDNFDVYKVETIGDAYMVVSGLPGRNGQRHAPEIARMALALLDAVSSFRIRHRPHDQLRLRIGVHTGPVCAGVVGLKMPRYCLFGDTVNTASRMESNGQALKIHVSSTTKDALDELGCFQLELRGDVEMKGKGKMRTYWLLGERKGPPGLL
proKLK7 act: activates the human kallikrein-7 zymogen | P49862 | purified proKLK7, EDANS-DABCYL substrate fluorescence; 100% is mature enzyme control, 0% vehicle | activation, % at 7 µM | 370,000 compounds, 0.9% hits;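 active = activation above the mean of all tested compounds plus 3 SD, computed per campaign excluding outliers beyond control limits, cut at about 13% in these data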
GAA850 FXN act: activators of GAA850 frataxin (FXN) promoter; activation, % at 6 µM; AID 540364; 360,000 compounds, 0.56% hits; HEK293 lucGAA850 FXN promoter luciferase reporter, 24 h; percent of 10 µM SAHA response;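 active = activation above the average of all compounds screened plus 3 SD, cutoff fixed separately per campaign, cut at about 7.5% in these data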;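 note: 0% = DMSO wells and 100% = 10 µM SAHA wells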
ADAM10 inh: inhibits human ADAM10. AID 720582. 370,000 compounds, 0.62% hits. inhibition, % at 7 µM. recombinant ADAM10, EDANS/DABCYL FRET peptide cleavage, 3 h. O14672;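 active = inhibition above a per-campaign cutoff equal to the mean of compounds falling between control-based bounds plus 3 SD, cut at about 20% in these data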;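 note: 0% = DMSO wells while the 100% control is not disclosed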
NPR1 activator: GC-A (human) enzyme activation | HEK293 GC-A cells, cGMP TR-FRET, EC30 ANP; 0% at EC30 ANP, 100% saturating ANP | activation, % at 10 µM | 370,000 compounds, 0.14% hits; in the data active = activation above about 40%
rCAG RNA binder: r(CAG) repeat RNA binding. TO-PRO-1 dye displacement fluorescence. 370,000 compounds, 1.3% hits. AID 651821. inhibition, % at 3 µM;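 active = inhibition above the plate cutoff, the mean of all test compounds on that plate plus 3 SD, cut at about 35% in these data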;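 note: 0% = DMSO alone and 100% = 100 µM mitoxantrone as full dye displacement; higher means more dye released from RNA so lower well fluorescence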
ARFGAP1 inhibitor: rat ARFGAP1 inhibition; Q62848; Arfgap1-stimulated ARF1 GTP hydrolysis, GDP FP detection; inhibition, % at 16.5 µM; 360,000 compounds, 0.26% hits;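 active = inhibition above a per-plate limit, mean inhibition of low control wells plus 3 SD, cut at about 25% in these data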;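 note: 0% = DMSO wells with enzyme and 100% = wells lacking Arfgap1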
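Repeats: one replicate per compound; assay system: rat Arfgap1 catalytic domain, aa 1-136; times: enzyme reaction 120 min at 25 °C after 20 min preincubation; detection: FP of antibody-bound GDP Alexa 633 tracer, ex 620/em 688 nm; benchmarks: high control wells lacking Arfgap1, low control full reaction with DMSO; reagent: human ARF1(Δ1-17)-GTP substrate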
* = called active by the depositor; · = not tested or not shown.

Values run as follows: HGIII-sPLA2 inh, ASAP1 GAP inh, Tn6 DDE FP, NPR2 activator, proKLK7 act, GAA850 FXN act, ADAM10 inh, NPR1 activator, rCAG RNA binder, ARFGAP1 inhibitor
O=C(NCCCCCc1nc2ccccc2[nH]1)c1ccccc1Cl
    -53.1, -15.5, -3.2, -5.3, 0.5, 2.2, 3.8, 2.5, 4.7, -0.6
c1ccc(CCn2c(C3CC3)nc3ccccc32)cc1
    1.6, 6.2, -7.3, 0.5, -0.3, 0.0, 14.1, 4.2, -2.1, 0.2
CC(C)(C)N(Cc1ccccc1)C(=O)COC(=O)c1ccc([N+](=O)[O-])o1
    5.5, -4.5, 4.3, -1.9, -0.2, 0.3, -16.4, -1.9, 1.6, -4.2
COC(=O)c1ccc(C2C(C#N)=C(N)Oc3cc(O)ccc32)cc1 (stereo not given)
    -12.3, 11.1, 0.9, -18.2, 0.3, 2.8, -3.2, -24.4, 2.2, 3.8
CC(=O)C[C@@H](O)CC(=O)[C@H]1OC(=O)[C@@H](C)C/C=C\Cc2ccccc21
    2.5, -9.6, 3.1, -1.6, 0.1, 0.9, -13.7, 2.1, 3.6, -1.0
COc1ccc(CC(=O)NCCS(=O)(=O)N2CCN(c3ccccc3)CC2)cc1
    7.1, -13.7, 1.9, 5.5, -0.6, 1.2, -1.4, 2.5, -2.9, 5.4
CC(=O)N1CCc2cc(S(=O)(=O)NC(Cc3ccccc3)C(=O)Nc3cc(C)ccn3)ccc21 (stereo not given)
    -11.3, -2.6, -1.2, -7.1, -0.5, 0.4, -1.0, -2.8, 5.7, -8.4
Cc1ccc(CCN2CC(C(=O)NC3CCCCC3)CC2=O)cc1 (stereo not given)
    -0.2, -1.2, -0.9, -1.8, -0.2, 1.4, -2.6, -5.2, -5.2, 8.7
COc1ccc(CC(=O)NNC(=O)c2cc(C)[nH]n2)cc1
    4.7, -1.0, -1.9, -3.3, 0.1, 0.1, 10.8, 2.4, 0.9, -6.2
CC1=C(C(=O)N(C(C)C)C(C)C)CC(CC(=O)NCc2ccco2)C(=O)N1CCCN1CCCC1=O (stereo not given)
    3.9, 2.7, 0.0, -0.4, 0.2, ·, -6.8, 2.3, -0.6, 14.4
COc1cccc(OC)c1C(=O)Nc1ccc2c(c1)CCCN2S(=O)(=O)c1ccc(C)cc1
    5.0, 4.0, -3.7, 0.4, 0.5, 1.7, 14.4, 3.3, 4.5, -5.0
Cc1ccc(C(C)NC(=S)NCc2ccc(F)cc2)cc1C (stereo not given)
    13.1, 0.9, -1.0, 0.0, -0.3, -0.8, 8.4, 3.2, -4.0, 11.6
O=C1CC(SCCO)C(=O)N1c1ccc(Oc2ccccc2)cc1 (stereo not given)
    -7.1, -4.7, 6.3, 1.2, 0.2, -0.9, 0.9, 3.6, 1.4, 1.9
O=C1NC2(CCCCC2)N=C1c1ccccc1
    1.1, -3.2, -4.3, 11.7, -0.3, -0.9, 7.8, 3.1, 4.9, 11.7
Cc1ccccc1-n1c(Cn2c(=O)sc3ccccc32)nnc1SCC(N)=O
    -2.8, -2.6, 0.3, 3.3, 0.7, -2.3, -6.3, 0.7, 0.8, -5.5
Cc1ccc(CCNC(=O)CN(C)S(=O)(=O)c2ccc3c(c2)c(=O)n(C)c(=O)n3C)cc1
    4.2, 7.6, 4.5, -1.0, 0.5, -2.0, -4.9, -1.2, 1.6, 0.9
O=C(NCCCN1CCCC1)Nc1ccccc1[N+](=O)[O-]
    0.4, 7.5, 0.2, 7.3, -0.4, 0.6, 5.5, 3.8, 1.3, 2.9
COc1ccc(-c2nn(-c3ccccc3)cc2C(=O)NC2CCCCC2C)cc1 (stereo not given)
    -0.6, -6.1, 1.6, -11.0, -0.5, 1.8, -6.9, -2.2, -6.7, -1.9
COc1cc(OC)c2c(C)cc(=O)oc2c1C(CCN1CCN(c2ccccc2)CC1)c1ccc2c(c1)OCO2 (stereo not given)
    -2.2, 14.7, 0.3, -6.2, -6.6, 2.4, 1.6, -5.7, 4.4, 0.7
CCc1nc2ccc(C(=O)Nc3ccc(C(=O)N(C)C)cc3)cn2c1N(C)CCCc1ccccc1
    -8.8, -8.0, -6.1, 3.6, 0.1, -1.1, -7.8, 1.6, 2.9, 3.9
CCOCCCn1c(-c2ccc(Cl)cc2)n[nH]c1=S
    21.9*, -3.5, -1.8, -3.5, 0.1, 1.9, 4.8, -5.6, 0.5, 1.0
CC(C)(CN1CCC(Cc2ccccc2)CC1)NS(=O)(=O)c1ccccc1
    -9.6, 4.3, 0.0, 4.3, 0.0, -5.0, 2.1, -1.7, -9.1, -2.0
CS(=O)(=O)c1cccc(S(=O)(=O)N2CCN(c3ccccn3)CC2)c1
    4.9, 8.4, -2.5, 2.4, -0.1, 1.9, -2.4, -3.1, -2.5, -2.6
FC(F)(F)c1cccc(-n2cc(-c3ccccc3)[nH]c2=S)c1
    17.5, -1.2, 4.6, 2.8, -0.4, 2.6, 10.5, 7.0, -2.3, 1.6
Cc1ccc(NC(=O)Cn2cccc2)cc1C
    -10.4, 1.8, 2.8, -1.2, 0.1, 1.2, -1.0, 4.2, -0.2, 8.6
CC(C)[C@H](NC(=O)N1CCn2c1nc1ccccc12)C(=O)NCC1CCCO1 (stereo not given in full)
    7.8, 0.4, -1.5, 1.5, 0.6, 2.2, -12.8, -0.1, -5.1, -4.4
O=C(CN1CCSCC1)N/N=C/c1ccccc1F
    4.7, -2.3, 1.8, 2.2, -0.9, -1.9, -0.3, -1.4, -2.6, 3.0
COc1ccc(S(=O)(=O)N2CCSCC2)cc1
    13.0, -1.0, -4.4, 4.9, 0.1, 3.2, 2.5, 3.8, -3.8, 17.4
Cc1ccc(NC(=O)OCCNC(=O)OC(C)C)cc1
    2.0, -1.9, -1.2, -0.5, -0.4, 2.5, -7.4, 5.5, -4.4, -8.8
CC(=O)Oc1cccc(C(=O)Nc2ccccc2NC(=O)c2cccc(OC(C)=O)c2)c1
    -9.0, 1.1, 6.7, -9.1, -0.2, 0.3, -3.4, -10.1, -4.8, 1.6

Three structures from above, arranged by length of the SMILES, falling.
Values run as follows: HGIII-sPLA2 inh, ASAP1 GAP inh, Tn6 DDE FP, NPR2 activator, proKLK7 act, GAA850 FXN act, ADAM10 inh, NPR1 activator, rCAG RNA binder, ARFGAP1 inhibitor
CC(C)(CN1CCC(Cc2ccccc2)CC1)NS(=O)(=O)c1ccccc1
    -9.6, 4.3, 0.0, 4.3, 0.0, -5.0, 2.1, -1.7, -9.1, -2.0
O=C(NCCCN1CCCC1)Nc1ccccc1[N+](=O)[O-]
    0.4, 7.5, 0.2, 7.3, -0.4, 0.6, 5.5, 3.8, 1.3, 2.9
COc1ccc(S(=O)(=O)N2CCSCC2)cc1
    13.0, -1.0, -4.4, 4.9, 0.1, 3.2, 2.5, 3.8, -3.8, 17.4

Following part.
Values run as follows: HGIII-sPLA2 inh, ASAP1 GAP inh, Tn6 DDE FP, NPR2 activator, proKLK7 act, GAA850 FXN act, ADAM10 inh, NPR1 activator, rCAG RNA binder, ARFGAP1 inhibitor
Cc1c[n+](CC(=O)c2ccccc2)c(C)cn1
    -3.1, -0.1, 0.8, 2.8, -0.8, 0.1, -22.0, 1.6, 5.2, 7.3
CC1=C(C(=O)OCc2ccccc2)C(c2cccc([N+](=O)[O-])c2)NC(=O)N1C (stereo not given)
    -2.4, 1.8, 0.2, -3.6, 0.1, 2.5, -3.0, -8.5, -2.0, -4.1
O=C(Cc1ccccc1)Nn1c(-c2ccccc2)nc2ccccc2c1=O
    14.7, -1.2, 8.8, -0.1, -0.9, 2.4, -5.6, 1.5, -0.5, 1.3
CC(/C=N/NC(=O)CCn1nnc2ccccc21)=C\c1ccccc1
    -3.1, 12.0, -7.2, -10.5, 0.6, -0.9, -11.7, -1.9, -1.1, -2.5
O=[N+]([O-])c1cc([N+](=O)[O-])c(Oc2cc(F)ccc2F)cc1NN1CCCCC1
    0.5, -0.3, -3.7, -0.9, -0.1, -0.5, 2.5, 4.7, -1.6, 2.3
CCc1nnc(NC(=O)C2CCCN2C(=O)Nc2ccccc2)s1 (stereo not given)
    1.1, -7.0, -2.3, -4.2, -0.6, -1.4, -0.7, 1.6, 0.2, -0.7
COc1cc(/C=C(\C#N)C(=O)NC(C)C)ccc1OCc1ccc(C(=O)O)cc1
    -6.1, 0.5, -4.0, -4.0, 0.3, -1.6, -12.2, 1.0, 11.1, 0.6
COc1ccc(CC(=O)NC2CCS(=O)(=O)C2)cc1 (stereo not given)
    2.7, -3.6, 2.8, 6.5, -0.5, 1.7, -9.1, 0.3, -3.5, 0.6
C=CCn1c(C)nnc1SCC(=O)Nc1nc(C)c(C(=O)N(C)C)s1
    3.8, -6.0, -2.5, -2.2, -0.3, 0.1, -6.5, 2.2, -3.9, -14.0
COCCNC(=O)C1CC(=O)N(c2ccc(OC)cc2)C1c1ccc(OC)cc1 (stereo not given)
    4.2, -4.2, 6.2, -2.2, 0.6, 1.9, 7.5, 2.9, -7.2, 4.6
CC1(C)NC(=O)N(CC(=O)OCC(=O)c2ccc(Cl)s2)C1=O
    11.6, 2.6, -5.4, 1.5, -0.3, -0.4, -8.0, 0.1, 1.9, 2.7
COC(=O)c1c(CCl)noc1C(=O)NCC1CCCO1 (stereo not given)
    7.2, 4.8, -4.4, 3.3, 0.6, 1.0, -1.4, -4.3, 0.4, 0.5
O=C(NCc1ccco1)/C(=C\c1ccc(F)cc1)NC(=O)c1ccco1
    -6.7, 9.8, 3.1, 4.6, 0.1, 1.8, 3.5, 6.8, 4.8, -5.2
N#C/C(=C\c1ccc(/C=C(/C#N)c2nn(CCO)c(N)c2C#N)cc1)c1nn(CCO)c(N)c1C#N
    -2.3, -14.4, 7.4, -3.2, 0.0, 1.2, -2.6, 0.2, 4.7, 4.0
Cc1nc(SCC(=O)Nc2c(C)nn(C)c2C)c2cnn(-c3ccccc3)c2n1
    2.5, 25.1*, 7.2, -1.2, 0.3, -3.7, 1.7, 4.5, -0.5, 6.1
CCN(C(=O)COC(=O)c1cc(=O)[nH]c2ccccc12)c1c(N)n(Cc2ccccc2)c(=O)[nH]c1=O
    9.4, 0.4, 6.5, 2.1, -11.8, 0.2, -109.8, 0.3, 2.2, -5.8
CC(=O)c1ccc(N=c2scc(C)n2C(C)C)cc1
    -2.0, 5.8, -1.6, -1.1, -0.4, 1.8, -2.9, -1.2, -3.4, 5.8
CC(=O)c1sc(-c2cccc(Cl)c2)nc1C
    3.2, -2.0, -0.4, -2.3, 0.9, 4.3, 1.8, -1.4, -4.4, 2.5

For reference, two of the compounds above.
Values run as follows: HGIII-sPLA2 inh, ASAP1 GAP inh, Tn6 DDE FP, NPR2 activator, proKLK7 act, GAA850 FXN act, ADAM10 inh, NPR1 activator, rCAG RNA binder, ARFGAP1 inhibitor
Cc1c[n+](CC(=O)c2ccccc2)c(C)cn1
    -3.1, -0.1, 0.8, 2.8, -0.8, 0.1, -22.0, 1.6, 5.2, 7.3
CC1=C(C(=O)OCc2ccccc2)C(c2cccc([N+](=O)[O-])c2)NC(=O)N1C (stereo not given)
    -2.4, 1.8, 0.2, -3.6, 0.1, 2.5, -3.0, -8.5, -2.0, -4.1

From PubChem BioAssay
